Bioassay records (PubChem BioAssay)
GDH-TPI counter: GDH-TPI coupling enzyme inhibitors, primary screen, artefact control for M. tuberculosis FBA inhibitor project, biochemical, absorbance, full deck; GDH-TPI coupled enzyme counterscreen, NADH absorbance; inhibition, % at 4.8 µM; 360,000 tested, 1.2% active; AID 588335, 2011; in the data active = inhibition above about 30%;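 also: 0% = DMSO wells and 100% = wells lacking the enzyme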
FBA Mtb inh: Mtb FBA enzyme inhibitors, primary screen, biochemical, fluorescence, strain H37Rv; Fructose-bisphosphate aldolase (Mycobacterium tuberculosis (strain ATCC 25618 / H37Rv)), …; purified M. tuberculosis FBA, fluorescence read-out; inhibition, % at 1 µM; 360,000 tested, 2.3% active; AID 588726, 2011; in the data active = inhibition above about 27%;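 also: 0% = vehicle and 100% = reference inhibitor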
Target sequence (P9WQA3 whole entry, looked up): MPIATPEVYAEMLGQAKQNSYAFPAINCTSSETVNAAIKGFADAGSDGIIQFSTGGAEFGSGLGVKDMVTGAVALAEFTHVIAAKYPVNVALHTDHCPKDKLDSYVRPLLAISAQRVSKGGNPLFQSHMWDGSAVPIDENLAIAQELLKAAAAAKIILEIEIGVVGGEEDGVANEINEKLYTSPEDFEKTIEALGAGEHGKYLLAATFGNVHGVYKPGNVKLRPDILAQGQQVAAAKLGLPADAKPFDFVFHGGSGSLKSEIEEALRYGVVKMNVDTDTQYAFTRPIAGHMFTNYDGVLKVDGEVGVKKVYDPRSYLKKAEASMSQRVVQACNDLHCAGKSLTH
TcdB inh: TcdB glycohydrolase inhibitors, primary screen, biochemical, single point, plate reader; AID 652162, 2013; 350,000 tested, 0.24% active; Toxin B (Clostridioides difficile), P18177; inhibition, % at 9.99 µM; TcdB glycohydrolase enzymatic assay; in the data active = inhibition above about 10%
Yp Topo-I inh: Yersinia pestis topoisomerase I inhibitors, primary screen, biochemical, cleavage product accumulation, plate reader, single point. DNA topoisomerase I (Yersinia pestis CO92). Y. pestis Topo-I cleavage product accumulation. activity, % at 10 µM. 360,000 tested, 0.064% active; in the data active = activity above about 50%, passing the limit was not always enough; also: inactives centre near 2
FadD28 binding: inhibitors of FadD28 bisubstrate probe binding, primary screen, biochemical, fluorescence polarization, single point; 360,000 tested, 0.22% active; inhibition, % at 12.5 µM; Mycobacterium tuberculosis FadD28 fatty-acid-AMP ligase; in the data active = inhibition above about 8.5%, passing the limit was not always enough
PfHsp40 rescue: rescue of yeast from PfHsp40 toxicity, primary screen, S. cerevisiae, ATP luminescence; S. cerevisiae expressing PfHsp40, growth rescue; growth rescue, % at 12.5 µM; 340,000 tested, 0.68% active; in the data active = growth rescue above about 28%, passing the limit was not always enough;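 also: yeast W303a lacking pdr1 and pdr3 grown in galactose medium; growth measured after three days at 30 °C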
Mtb UGM inh: M. tuberculosis UGM enzyme inhibitors, primary screen, biochemical, fluorescence polarization, single point | purified UGM, fluorescence polarization probe displacement | 320,000 tested, 0.06% active | inhibition, % at 10 µM | UDP-galactopyranose mutase (Mycobacterium tuberculosis (strain ATCC 25618 / H37Rv)), …; in the data active = inhibition above about 10%, passing the limit was not always enough
Target sequence (P9WIQ1 whole entry, looked up): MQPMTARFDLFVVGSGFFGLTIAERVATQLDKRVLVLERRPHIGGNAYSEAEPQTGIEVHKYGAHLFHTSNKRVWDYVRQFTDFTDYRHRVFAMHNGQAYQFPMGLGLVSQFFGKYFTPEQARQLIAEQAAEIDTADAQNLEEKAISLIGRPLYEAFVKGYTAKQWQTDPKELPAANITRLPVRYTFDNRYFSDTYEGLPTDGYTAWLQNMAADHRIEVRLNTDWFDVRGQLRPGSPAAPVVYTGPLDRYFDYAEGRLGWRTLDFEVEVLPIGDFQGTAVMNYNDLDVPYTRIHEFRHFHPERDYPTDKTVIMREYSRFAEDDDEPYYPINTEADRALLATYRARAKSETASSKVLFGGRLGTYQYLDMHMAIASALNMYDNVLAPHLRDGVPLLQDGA
BH1578 lux ind: inducers of Vibrio cholerae quorum light production without autoinducers, primary screen, BH1578 luxS cqsA deficient, single point; V. cholerae BH1578 lux reporter, luminescence, 6 h; activation, % at 18.7 µM; 350,000 tested, 0.16% active; AID 588436, 2011; in the data active = activation mostly above about 9.7%, no sharp cut-off; also: not every result past the cut was called active; inactives centre near 0; reference of the scale not given here
Mtb BioA inh: M. tuberculosis BioA enzyme inhibitors, primary screen, biochemical, plate reader, single point, HTS. inhibition, % at 9.99 µM. 7,8-diaminopelargonic acid synthase BioA (Mycobacterium tuberculosis). 360,000 tested, 0.096% active. AID 602481, 2012. purified M. tuberculosis BioA enzyme; in the data active = inhibition above about 40%
An asterisk follows results filed as active; & = joins results of further samples.

The first two entries, to show the layout:
What do the screens show for `COc1ccccc1NC(=O)c1nn(C)cc1Br`?
GDH-TPI counter: 0; FBA Mtb inh: 3; Yp Topo-I inh: -4; FadD28 binding: -0.5; PfHsp40 rescue: -0.7; Mtb UGM inh: -1.8; BH1578 lux ind: inactive; Mtb BioA inh: 9.8

What do the screens show for `CCN=C(NCC)SC1CC(=O)N(c2ccc(OCC)cc2)C1=O` (configuration not stated)?
GDH-TPI counter: 6; FBA Mtb inh: 4; TcdB inh: 1.5; Yp Topo-I inh: -1; FadD28 binding: 1.0; PfHsp40 rescue: -0.1; Mtb UGM inh: 1.5; BH1578 lux ind: inactive; Mtb BioA inh: 0.2

The whole of this part, previewed entries included:
What do the screens show for `COc1ccccc1NC(=O)c1nn(C)cc1Br`?
GDH-TPI counter: 0; FBA Mtb inh: 3; Yp Topo-I inh: -4; FadD28 binding: -0.5; PfHsp40 rescue: -0.7; Mtb UGM inh: -1.8; BH1578 lux ind: inactive; Mtb BioA inh: 9.8

What do the screens show for `CCN=C(NCC)SC1CC(=O)N(c2ccc(OCC)cc2)C1=O` (configuration not stated)?
GDH-TPI counter: 6; FBA Mtb inh: 4; TcdB inh: 1.5; Yp Topo-I inh: -1; FadD28 binding: 1.0; PfHsp40 rescue: -0.1; Mtb UGM inh: 1.5; BH1578 lux ind: inactive; Mtb BioA inh: 0.2

Results for Cc1cccc(OCCCC(=O)NNC(=O)CCN2CCN(c3ccccc3)CC2)c1 ?
GDH-TPI counter: 6; FBA Mtb inh: 3; TcdB inh: 1.6; Yp Topo-I inh: 6; FadD28 binding: -0.2; PfHsp40 rescue: 1.5; Mtb UGM inh: -0.2; BH1578 lux ind: inactive; Mtb BioA inh: -2.2

How did CNS(=O)(=O)c1cnccc1N1CCN(c2cccc(Cl)c2)CC1 do in these assays?
GDH-TPI counter: 3; FBA Mtb inh: 3; Yp Topo-I inh: -1; FadD28 binding: -3.1; PfHsp40 rescue: -0.8; Mtb UGM inh: -0.1; BH1578 lux ind: -0.4; Mtb BioA inh: 2.3

Results for CCN(CC(=O)Nc1c(F)cccc1F)C(=O)/C=C/c1ccc2c(c1)OCO2 ?
GDH-TPI counter: 13; FBA Mtb inh: 11; TcdB inh: -0.1; Yp Topo-I inh: 6; FadD28 binding: 2.2; PfHsp40 rescue: 0.2; Mtb UGM inh: -0.4; BH1578 lux ind: inactive; Mtb BioA inh: -0.5

How did CCC(NC(C)C)C(O)c1ccc(O)c(O)c1 (configuration not stated) do in these assays?
GDH-TPI counter: -2; FBA Mtb inh: 1; TcdB inh: -32; Yp Topo-I inh: 1; FadD28 binding: -3.2; PfHsp40 rescue: -2.1; Mtb UGM inh: 0.6; BH1578 lux ind: inactive; Mtb BioA inh: -2.0&0.1

What do the screens show for `Cc1cccc(COc2ccc(/C=N/NC(=O)c3nnn(-c4nonc4N)c3C)cc2)c1`?
GDH-TPI counter: 3; FBA Mtb inh: 4; TcdB inh: -0.5; Yp Topo-I inh: 3; FadD28 binding: -2.3; PfHsp40 rescue: 2.7; Mtb UGM inh: 0.4; BH1578 lux ind: inactive; Mtb BioA inh: -2.1

How did COc1ccc(Cl)cc1C(=O)N1CCN(Cc2ccc3c(c2)OCO3)CC1 do in these assays?
GDH-TPI counter: -8; FBA Mtb inh: 0; TcdB inh: 0.8; Yp Topo-I inh: 10; FadD28 binding: -3.6; PfHsp40 rescue: -1.9; Mtb UGM inh: 0.8; BH1578 lux ind: inactive; Mtb BioA inh: 2.3

Results for OCC(Cl)CCl (configuration not stated) ?
GDH-TPI counter: -6; FBA Mtb inh: -2; TcdB inh: 0.6; Yp Topo-I inh: 9; FadD28 binding: -4.1; PfHsp40 rescue: -0.3; Mtb UGM inh: -0.7; BH1578 lux ind: -0.3; Mtb BioA inh: 0.0

How did CC(NS(=O)(=O)c1ccc(CCC(=O)N2CCN(C)CC2)cc1)c1ccccc1 (configuration not stated) do in these assays?
GDH-TPI counter: 14; FBA Mtb inh: -2; Yp Topo-I inh: 6; FadD28 binding: 1.4; PfHsp40 rescue: -0.2; Mtb UGM inh: -2.7; Mtb BioA inh: 0.6

Results for Cc1ccc(NC(=O)CS(=O)CC(=O)N2CCN(c3ccccc3)CC2)cc1 (configuration not stated) ?
GDH-TPI counter: -3; FBA Mtb inh: 2; TcdB inh: -0.1; Yp Topo-I inh: 3; FadD28 binding: -2.4; PfHsp40 rescue: 1.5; Mtb UGM inh: 1.6; BH1578 lux ind: -1.3; Mtb BioA inh: -2.0

Results for CC1=C/C(=N\OS(=O)(=O)c2ccccc2)C=CC1=O ?
GDH-TPI counter: 3; FBA Mtb inh: 2; Yp Topo-I inh: -7; FadD28 binding: 1.0; PfHsp40 rescue: 2.0; Mtb UGM inh: 0.0; BH1578 lux ind: inactive; Mtb BioA inh: -0.9

Results for N#CC(=C1C=C(Br)C(=NO)C=C1Cl)c1ccc(Cl)cc1 ?
GDH-TPI counter: 1; FBA Mtb inh: -7; TcdB inh: 1.1; Yp Topo-I inh: -29; FadD28 binding: -2.3; BH1578 lux ind: -2.9

Results for O=C(Nc1ccccc1)OCCOc1ccc(Br)cc1 ?
GDH-TPI counter: 4; FBA Mtb inh: -1; TcdB inh: 0.7; Yp Topo-I inh: 11; FadD28 binding: 0.0; PfHsp40 rescue: 1.0; Mtb UGM inh: 3.7; BH1578 lux ind: 1.0; Mtb BioA inh: -0.6

What do the screens show for `COc1cccc(C(=O)Nc2ccc(NC(=O)Cc3ccccc3)cc2)c1`?
GDH-TPI counter: -4; FBA Mtb inh: 2; TcdB inh: 0.5; Yp Topo-I inh: -10; FadD28 binding: -0.9; PfHsp40 rescue: -0.5; Mtb UGM inh: 0.1; BH1578 lux ind: 0.9; Mtb BioA inh: -0.3

How did COc1ccccc1NC(=O)Nc1nnc(CC(=O)Nc2cccc(C)c2)s1 do in these assays?
GDH-TPI counter: 14; FBA Mtb inh: 4; TcdB inh: 0.2; Yp Topo-I inh: 5; FadD28 binding: -1.0; PfHsp40 rescue: 0.3; Mtb UGM inh: -0.4; BH1578 lux ind: -0.7

How did O=c1oc2ccccc2c2c1ncn2CCN1CCOCC1 do in these assays?
GDH-TPI counter: 6; FBA Mtb inh: 0; Yp Topo-I inh: 9; FadD28 binding: -0.7; PfHsp40 rescue: 0.5; Mtb UGM inh: -2.7; BH1578 lux ind: -0.4; Mtb BioA inh: 1.5

How did CCCn1nnc(NC(=O)c2sc3ccccc3c2Cl)n1 do in these assays?
GDH-TPI counter: -6; FBA Mtb inh: -3; Yp Topo-I inh: 7; FadD28 binding: -1.4; PfHsp40 rescue: 0.1; Mtb UGM inh: -0.7; BH1578 lux ind: -0.8

What do the screens show for `COc1cccc(/C=C/C(=O)OCC(=O)Nc2cccc(S(=O)(=O)N3CCCCC3)c2)c1OC`?
GDH-TPI counter: -6; FBA Mtb inh: 3; Yp Topo-I inh: -8; FadD28 binding: -1.4; PfHsp40 rescue: 0.2; Mtb UGM inh: -0.9; BH1578 lux ind: -0.3

What do the screens show for `CC(C)c1nnc(-c2ccc(Cl)cc2)c(N(C)C)n1`?
GDH-TPI counter: -3; FBA Mtb inh: -6; Yp Topo-I inh: -9; FadD28 binding: -2.8; PfHsp40 rescue: -1.8; Mtb UGM inh: -0.6; BH1578 lux ind: -0.3; Mtb BioA inh: 3.7

Results for CCc1cccc(OC2OC(CO)C(O)C(O)C2NC(C)=O)c1 (configuration not stated) ?
GDH-TPI counter: -7; FBA Mtb inh: 0; TcdB inh: 0.9; Yp Topo-I inh: 1; FadD28 binding: 1.1; PfHsp40 rescue: -1.4; Mtb UGM inh: -1.4; BH1578 lux ind: 1.2; Mtb BioA inh: -1.4

How did COc1nccnc1NS(=O)(=O)c1ccc(NC(=S)NC(=O)c2ccccc2F)cc1 do in these assays?
GDH-TPI counter: 11; FBA Mtb inh: 0; TcdB inh: 1.8; Yp Topo-I inh: -2; FadD28 binding: 0.4; PfHsp40 rescue: 0.7; Mtb UGM inh: -1.5; BH1578 lux ind: inactive

What do the screens show for `CCc1ccc(NC(=O)C(C)OC(=O)C2CCC(=O)N2)cc1` (configuration not stated)?
GDH-TPI counter: -5; FBA Mtb inh: 0; TcdB inh: 0.3; Yp Topo-I inh: -1; FadD28 binding: -1.2; PfHsp40 rescue: 1.1; Mtb UGM inh: -0.6; BH1578 lux ind: 0.4

Results for Cn1c(=O)n(C)c2cc(NC(=O)Cc3ccccc3[N+](=O)[O-])ccc21 ?
GDH-TPI counter: -5; FBA Mtb inh: 2; TcdB inh: 1.1; Yp Topo-I inh: 4; FadD28 binding: -4.4; PfHsp40 rescue: -1.8; Mtb UGM inh: 1.4; BH1578 lux ind: 7.7; Mtb BioA inh: -0.2

What do the screens show for `O=C1NC(=O)C(Sc2ccccc2[N+](=O)[O-])C(=O)N1`?
GDH-TPI counter: 1; FBA Mtb inh: -4; TcdB inh: -0.4; Yp Topo-I inh: -6; FadD28 binding: -0.6; PfHsp40 rescue: -0.6; Mtb UGM inh: 3.1; BH1578 lux ind: -0.3

Results for COc1ccc(Nc2cc(Cl)nc(N)n2)cc1 ?
GDH-TPI counter: 2; FBA Mtb inh: -1; TcdB inh: 1.7; Yp Topo-I inh: 1; FadD28 binding: -0.7; PfHsp40 rescue: -1.2; Mtb UGM inh: -1.3; BH1578 lux ind: inactive

How did CCOc1ccc(NC(=O)c2ccc3c(SCC(=O)O)c4c(nc3c2)CCCC4)cc1 do in these assays?
GDH-TPI counter: 4; FBA Mtb inh: 0; TcdB inh: 0.9; Yp Topo-I inh: 2; FadD28 binding: -3.5; PfHsp40 rescue: -0.1; Mtb UGM inh: -1.2; BH1578 lux ind: -0.3

What do the screens show for `CCN(/N=C/c1ccccc1)c1cc(=O)n(C)c(=O)[nH]1`?
GDH-TPI counter: 37*; FBA Mtb inh: -1; Yp Topo-I inh: 0; FadD28 binding: -1.1; PfHsp40 rescue: -0.4; Mtb UGM inh: -2.3; BH1578 lux ind: -0.2; Mtb BioA inh: 0.6

What do the screens show for `COC(=O)Cn1c(CCS(=O)(=O)c2ccc(C)c(C)c2)nc2ccccc21`?
GDH-TPI counter: 11; FBA Mtb inh: 2; Yp Topo-I inh: 3; FadD28 binding: -1.6; PfHsp40 rescue: -0.2; Mtb UGM inh: 0.1; BH1578 lux ind: inactive; Mtb BioA inh: -0.7

Results for OC(COC1CCCCC1)CN1CCCCC1 (configuration not stated) ?
GDH-TPI counter: 3; FBA Mtb inh: 2; TcdB inh: -1.5; Yp Topo-I inh: -4; FadD28 binding: 1.1; PfHsp40 rescue: -1.1; Mtb UGM inh: -1.1; BH1578 lux ind: -0.4; Mtb BioA inh: -2.5

How did Cc1ccccc1NC(=O)Cc1nc(COC(=O)COc2ccc(C(C)(C)C)cc2)cs1 do in these assays?
GDH-TPI counter: -1; FBA Mtb inh: 3; TcdB inh: 1.4; Yp Topo-I inh: 26; FadD28 binding: -0.7; PfHsp40 rescue: -0.5; Mtb UGM inh: -3.6; BH1578 lux ind: inactive; Mtb BioA inh: -1.4

Results for C=CCOc1ccc(C2C(C#N)=C(N)N(Nc3ccccc3)C3=C2C(=O)CC(C)(C)C3)cc1OC (configuration not stated) ?
GDH-TPI counter: 12; FBA Mtb inh: 6; Yp Topo-I inh: 0; FadD28 binding: -3.2; PfHsp40 rescue: -0.2; Mtb UGM inh: -1.0; BH1578 lux ind: -13; Mtb BioA inh: -2.0

What do the screens show for `Cc1ccn2c(CN3CCOCC3)c(-c3ccccc3)nc2c1`?
GDH-TPI counter: 3; FBA Mtb inh: 13; Yp Topo-I inh: -2; FadD28 binding: -2.3; PfHsp40 rescue: 0.9; Mtb UGM inh: -1.6; BH1578 lux ind: 0.6; Mtb BioA inh: -0.1

Outcome played no part in choosing rows, and some 4.6% of all compounds hit somewhere here.
